West Nile virus CPE: West Nile virus antiviral activity, cell-based, CPE readout (AID 1621). West Nile virus-infected cells, CPE inhibition; higher % means a stronger effect. one-dose CPE inhibition, % at 10 µM; IC50 in µM for titrated hits. 290,000 tested, 0.02% active; in the data active means a potency from the dose series; inconclusive means CPE inhibition mostly from about 3.7% at the one dose, without a potency; inactive means the rest, 99 in 100 with CPE inhibition below about 2.2%; further: strong numbers were not always called active
NOD2 inhibition: NOD2 signaling inhibitors, cell-based, luminescence, uHTS, HEK293 (AID 1566); 290,000 tested, 0.63% active; HEK293 NOD2/NF-kB luciferase reporter, luminescence; higher % means a stronger effect; one-dose inhibition, % at 4 µM; EC50 in µM for titrated hits; further: many of its hits are not listed in these tables
NS5 inhibitors: Dengue-2 NS5 methyltransferase inhibitors, primary screen, biochemical, confirmation dose response (AID 588689). Dengue-2 NS5 methyltransferase capping enzyme assay, biochemical; higher % means a stronger effect. inhibition, % at 25 µM, or IC50 in µM where a hit was titrated. 340,000 tested, 0.3% active; in the data active means a potency from the dose series; inconclusive means inhibition above about 29% without an active follow-up result
KOR beta-arrestin-1: KOR agonists, beta-arrestin recruitment, primary screen, cell-based, luminescence, uHTS (AID 1777); 280,000 tested, 0.02% active; KOR beta-arrestin recruitment, luminescence; higher % means a stronger effect; activation, % at 10 µM; hits with a dose series show EC50 in µM; in the data active means activation above about 50%, passing the limit was not always enough; further: a part of the inactive calls stands beside numbers as strong as those of hits
AID2073: inhibitors of Mint1-CaV2.2 protein interaction, biochemical, HTRF (AID 2073). HTRF protein-protein interaction, Mint1-CaV2.2; higher % means a stronger effect. inhibition, % at 20 µM; hits with a dose series show IC50 in µM. 290,000 tested, 0.19% active; in the data active means inhibition mostly above about 51%, no sharp cut-off; inconclusive means no clear call, values can overlap the other calls; inactive means mostly below about 53%; further: some results filed as inactive read as strong as hits
KOR beta-arrestin-2: kappa opioid receptor blockers – cell-based, luminescence, uHTS (AID 1778); KOR beta-arrestin recruitment, luminescence, antagonist mode; higher % means a stronger effect; inhibition, % at 10 µM; hits with a dose series show IC50 in µM; 290,000 tested, 0.091% active; further: strong numbers were not always called active
HIV fusion peptide: cell-free HIV fusion peptide-binding blockers – biochemical, uHTS, fluorescence dequenching, primary screen (AID 1986); cell-free peptide binding, fluorescence dequenching, 30 min; higher % means a stronger effect; one-dose inhibition, % at 20 µM; IC50 in µM for titrated hits; 290,000 tested, 0.3% active; in the data active means inhibition mostly above about 52%, no sharp cut-off; inactive means mostly below about 76%; further: some results filed as inactive read as strong as hits
Yfh1-depleted yeast: mitochondrial function rescue without frataxin homolog – Friedreich's ataxia, plus single-dose screen, dose response (AID 1465); S. cerevisiae Yfh1-off respiration, WST-1 reduction, 72 h; higher fold induction means a stronger effect; fold induction at 50 µM; hits with a dose series show EC50 in µM; 220,000 tested, 0.074% active;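 active means fold induction of absorbance versus untreated yeast above a set limit, then at least 30% activation at any dose in follow-up; inconclusive means repeats straddling the limit, or above it without dose testing; inactive means fold induction below the set limit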;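 further: activators that raise dye reduction in frataxin-depleted yeast; strong numbers were not always called active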
NOD1 inhibition: inhibition of NOD1-driven NF-kB reporter – cell-based, luminescence, uHTS, primary screen (AID 1578). 290,000 tested, 1% active. inhibition, % at 4 µM; hits with a dose series show EC50 in µM. NOD1-driven NF-kB luciferase reporter cells, luminescence; higher % means a stronger effect; in the data active means inhibition mostly above about 36%, no sharp cut-off; inactive means mostly below about 34%;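 further: HEK-293T reporter cells stimulated with the NOD1 agonist gamma-tri-DAP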
NS5 inhibitors pilot replicate: also measured in NS5 inhibitors; calls as there; inhibition, %; measured here: pilot screen replicate inhibition
* marks the source's active call; other numbers are inactive results; i = inactive; ? = inconclusive; nt = no result given; [ ] = dose if it differs, or a comment. Unless noted, no stated cut-off is given here; in the data, active means inhibition above about 50%; inactive means the rest. A portion of the library (hit frequency here may not be typical).

SMILES | West Nile virus CPE | NOD2 inhibition | NS5 inhibitors | KOR beta-arrestin-1 | AID2073 | KOR beta-arrestin-2 | HIV fusion peptide | Yfh1-depleted yeast | NOD1 inhibition | others
O=C(Cc1cccc(C(F)(F)F)c1)NCC(c1ccco1)N1CCCCC1 (configuration not stated) | -0.9% | -6% | -7% | 1.4% | 16% | 30% | 1.3% | i | -23%
CCN1CCN(C(=O)c2ccc(CSc3ccc(C)cc3)cc2)CC1 | -0.8% | 10% | -5% | -0.6% | 13% | -23% | -1.5% | i | 11%
Cc1nnc(SC(C(=O)Nc2cc(Cl)cc(Cl)c2)c2ccccc2)[nH]c1=O (configuration not stated) | 0.3% | 27% | 2% | 7.7% | 1% | 12% | 59% | i | -7%
CN(CCO)C1=CC(=O)CC(C)(C)C1 | -0.5% | -3% | 2% | -4.6% | -5% | -16% | 1.7% | i | -28%
Cn1c(=O)[nH]c(=O)c2c1nc(Sc1ccccc1)n2CCc1ccccc1 | -0.1% | 8% | -6% | -9.3% | 4% | 4% | 2.7% | i | -8%
O=C(Cc1ccccc1)NC(=S)Nc1ccc(N2CCCCC2)cc1 | -1.8% | -3% | 0% | -2.7% | 5% | nt | -0.3% | i | -16%
O=C(N/N=C/c1ccccn1)c1ccccc1 | -0.4% | -50% | -4% | 12% | 7% | 31% | 2.0% | i | -39%
Cc1ccc(CNC(=O)C2CCN(S(=O)(=O)c3cccnc3)CC2)cc1 | -0.1% | -2% | -7% | -0.9% | 10% | -16% | -0.5% | nt | -31%
N#CC(c1ccccc1)c1cccc(Cl)n1 (configuration not stated) | 0.2% | 10% | nt | -2.3% | 4% | -11%[20 µM] | 0.9% | i | -18%
COc1ccc(CCN2C(=O)C3C4CC(C5C(C(=O)O)=NOC45)C3C2=O)cc1OC (configuration not stated) | 0.1% | -21% | 4% | -0.7% | -2% | 26% | -3.8% | i | -6%
CS(=O)(=O)N(Cc1ccccc1)c1ccc(C(=O)Nc2cccnc2)cc1 | -1.0% | 11% | -1% | -4.0% | 0% | 18% | 1.6% | i | -36%
Cc1ccc(C(C(=O)NC(C)(C)C)N(Cc2ccco2)C(=O)CCC(=O)Nc2ccccn2)cc1 (configuration not stated) | -0.9% | 1% | -7% | 1.7% | -1% | 3% | -0.4% | nt | -13%
CCOC(=O)C1CCCN(C(=O)Nc2ccccc2)C1 (configuration not stated) | 0.3% | 39% | 2% | -9.9% | -6% | -2% | 4.5% | i | -23%
O=C1CSC(c2cccnc2)N1Cc1ccc(Cl)c(Cl)c1 (configuration not stated) | -0.1% | -15% | 0% | 2.2% | 1% | 3% | -2.6% | i | 3%
Cc1ccc(S(=O)(=O)n2cnc3ccccc32)cc1[N+](=O)[O-] | -0.1% | 2% | -2% | 0.4% | ? | -39% | 0.0% | nt | -1%
Cc1cccc(NC(=O)C2CCCN(S(=O)(=O)c3ccc4[nH]c(=O)ccc4c3)C2)c1 (configuration not stated) | -0.2% | 11% | 4% | -6.1% | -5% | 25%[20 µM] | -0.5% | nt | -10%
CCOC(=O)C1CCCN(C2CC(=O)N(c3ccc(NC(C)=O)cc3)C2=O)C1 (configuration not stated) | 0.2% | 7% | 5% | 0.6% | 6% | 5% | -0.2% | i | -24%
CCCCNC(=O)O[C@@H]1C[C@H]2CCCC(=O)N3CC[C@@H](C1)[C@@H]23 | 0.5% | -1% | -1% | -3.9% | 6% | 18%[20 µM] | 0.8% | nt | -22%
CC(C)c1ccc(NC2CCCN(C(=O)CN3C(=O)CSC3=O)C2)cc1 (configuration not stated) | -0.4% | 18% | -3% | -0.4% | 1% | -32% | 0.2% | nt | -7%
O=C(NCc1ccncc1)C(=O)Nc1nc2ccccc2s1 | 0.4% | -19% | 1% | -1.6% | 21% | -2% | 1.3% | i | -43%
COC(=O)c1cnn(-c2ccccc2)c1-n1cccc1C=O | -0.4% | 8% | -2% | 13% | -11% | -29% | -0.5% | i | 7%
O=C(Cc1ccc(Cl)cc1)Nc1ccccc1C(=O)N1CCCC1 | 0.2% | -14% | -7% | 4.1% | 0% | -13% | 1.7% | nt | -17%
COc1ccccc1-c1cc(C(=O)Nc2ccc(F)cc2F)no1 | -0.4% | -7% | -2% | 1.2% | 15% | -41% | -2.7% | i | -23%
CCN(CC)CCCC(C)Nc1c2ccc(Cl)cc2nc2ccc(OC)cc12 (configuration not stated) | nt | -82% | nt | -4.1% | 11% | 10% | 62%* | nt | -4%
CC(C)(CC(=O)O)CC(=O)N1CCCN(c2nc3ccc(Cl)cc3s2)CC1 | -0.3% | -4% | 2% | 0.5% | 9% | 14% | 1.0% | i | -3%

By substructure: the compounds so far with a COOH group.
SMILES | West Nile virus CPE | NOD2 inhibition | NS5 inhibitors | KOR beta-arrestin-1 | AID2073 | KOR beta-arrestin-2 | HIV fusion peptide | Yfh1-depleted yeast | NOD1 inhibition | others
COc1ccc(CCN2C(=O)C3C4CC(C5C(C(=O)O)=NOC45)C3C2=O)cc1OC (configuration not stated) | 0.1% | -21% | 4% | -0.7% | -2% | 26% | -3.8% | i | -6%
CC(C)(CC(=O)O)CC(=O)N1CCCN(c2nc3ccc(Cl)cc3s2)CC1 | -0.3% | -4% | 2% | 0.5% | 9% | 14% | 1.0% | i | -3%

(cont.)
SMILES | West Nile virus CPE | NOD2 inhibition | NS5 inhibitors | KOR beta-arrestin-1 | AID2073 | KOR beta-arrestin-2 | HIV fusion peptide | Yfh1-depleted yeast | NOD1 inhibition | others
CC1=C(C(=O)N(C)Cc2ccccc2)C2(CCC(C)CC2)OC1=O (configuration not stated) | -0.1% | 10% | -2% | -3.7% | -13% | -14% | 1.2% | i | 14%
O=C(CSc1nnc(Cn2nnc(-c3ccccc3)n2)n1-c1ccccc1)Nc1ccccc1 | -0.4% | 2% | -6% | 7.6% | 4% | 24% | 8.7% | i | -6%
Cc1cc(NC(=O)c2ccc3c(c2)C(=O)N(c2cccc(C)c2C)C3=O)no1 | -0.1% | -3% | -8% | -0.1% | 11% | -16% | 0.7% | nt | -41%
CC(=O)c1c(C)nn(CC(O)COc2ccc3c(c2)CCC3)c1C (configuration not stated) | -0.8% | 20% | -4% | -5.2% | -6% | 17% | -2.3% | i | 9%
Cc1ccc(NC(/C=C/N(C)C)=C/C(=O)C(F)(F)F)c(C)c1 | -1.7% | 34% | -8% | -7.5% | 2% | -7%[20 µM] | 1.1% | i | -13%
Cc1ccc(NC(=S)NNc2ncc(C(F)(F)F)cc2Cl)cc1 | -0.9% | 25% | -10% | -11% | -13% | 25% | 1.1% | i | 36%
COC(C(=O)Nc1ccc(S(=O)(=O)Nc2ccc(F)cc2)cc1)c1ccccc1 (configuration not stated) | -1.1% | 10% | -1% | -1.2% | 2% | 14% | -0.9% | i | -4%
CCC(C)NC(=O)c1cc2c(=O)n(CC)c3ccccc3c2s1 (configuration not stated) | -0.1% | 34% | 1% | -0.5% | 11% | 23% | -0.8% | nt | 1%
CCn1c2ccccc2c2nc3cc(C(=O)O)ccc3nc21 | -0.5% | -91% | 15% | 0.1% | 17% | -48%[20 µM] | 2.2% | i | 30%
CCNC(=O)COC(=O)/C=C/c1c(C)nn(Cc2cccc(OC)c2)c1Cl | 0.4% | -16% | -1% | -4.7% | 10% | 22% | -0.8% | i | 14%
C=CCN1C(=O)CSC1=Nc1cccc(O)c1 | 0.2% | -1% | -5% | 2.8% | -3% | 10% | -0.2% | i | -22% | NS5 inhibitors pilot replicate=-0.1
CCOc1ccc(N2C(=O)CC(N(CCc3ccccc3)C(=O)/C=C/C(=O)O)C2=O)cc1 (configuration not stated) | 0.0% | -23% | nt | nt | 7% | -27%[20 µM] | -1.1% | i | -39%
COC(=O)[C@H]1C[C@@H]1[C@H](NC(=O)[C@H]1C[C@@H]1[C@H](NC(=O)OCc1ccccc1)c1ccccc1)c1ccccc1 | 0.0% | 10% | -9% | 5.9% | 9% | -6% | 1.4% | i | 5%
CCCn1c(SCc2ccccn2)nc2c1c(=O)n(C)c(=O)n2C | 0.9% | 3% | -7% | -1.1% | -3% | 12% | 1.0% | i | -4%
Cc1sc2ncnc(SCc3ccco3)c2c1C | 0.3% | 7% | -4% | -6.2% | -17% | -16% | -0.7% | i | -2%
O=C(CSc1ncccn1)Nc1ncc(C(F)(F)F)cc1Cl | -0.1% | -10% | -7% | -6.0% | 2% | 19%[20 µM] | -1.2% | i | -20%
CCOc1cc(C(=O)Nc2cc(C)ccc2OC)ccc1OCC(=O)N1CCCCC1 | -0.3% | 7% | -7% | 5.3% | 21% | 23% | 2.5% | i | -51%
CCOC(=O)N1CCN(c2ccc(F)cc2[N+](=O)[O-])CC1 | 0.2% | -2% | 0% | 1.3% | -6% | 3% | 1.8% | i | -25%
O=C(CSC1c2ccccc2C(=O)N1c1ccccc1)N1CCOCC1 (configuration not stated) | -0.2% | 8% | -1% | -2.9% | 9% | 0% | -2.6% | i | -13%
CCOC(=O)/C(C#N)=C/c1cn(CCC(=O)O)nc1-c1ccc(OC)cc1 | 0.3% | 0% | 5% | -12% | 26% | 4% | 0.9% | i | -33%
O=C1COc2ccc(C(=O)COC(=O)CCSc3ccc(Cl)cc3)cc2N1 | 0.0% | 3% | 2% | -1.2% | 25% | -290%[20 µM] | 0.0% | i | -27%
CN1CCN(C(c2cccs2)c2nnnn2Cc2ccc(F)cc2)CC1 (configuration not stated) | -0.7% | 2% | -5% | nt | 6% | -15%[20 µM] | -2.5% | i | 17%
COC(=O)c1ccc(Cl)c(NC(=O)CN(c2ccccc2)S(=O)(=O)c2ccc(OC)cc2)c1 | -0.4% | 0% | -10% | -2.0% | 2% | 11% | 0.6% | i | -24%
Nc1nccnc1C(=O)OCC(=O)NNC(=O)c1ccccc1 | -0.1% | -11% | 2% | -6.1% | 16% | 16% | 4.8% | nt | -28%
Cc1ccc(C(=O)CN2CCC(NC(=O)C3CCCCC3)CC2)cc1 | 0.5% | 2% | -2% | 0.6% | -13% | 7% | 3.8% | i | -15%
COc1ccc(CCNc2ccc(C)cc2)cc1 | 0.7% | -2% | -5% | 3.0% | -4% | -23% | -2.1% | i | -17%
COc1cc(CNC2CCCCCCC2)cc(Cl)c1OCC(N)=O | -1.1% | -7% | -3% | 0.3% | 8% | 4% | 0.4% | nt | 49%
Cc1cc(NC(=O)C2CCN(S(=O)(=O)c3cccs3)CC2)no1 | 0.2% | 6% | -10% | 0.5% | 1% | -10% | -1.2% | i | 6%
CC(=O)Nc1ccccc1-c1nc2ccc(C(=O)N3CCN(c4ccccc4)CC3)cc2[nH]c1=O | 0.0% | 9% | 1% | -2.9% | 0% | -16% | -0.8% | i | -7%

3 records picked at random from the list so far, as already listed:
SMILES | West Nile virus CPE | NOD2 inhibition | NS5 inhibitors | KOR beta-arrestin-1 | AID2073 | KOR beta-arrestin-2 | HIV fusion peptide | Yfh1-depleted yeast | NOD1 inhibition | others
CCNC(=O)COC(=O)/C=C/c1c(C)nn(Cc2cccc(OC)c2)c1Cl | 0.4% | -16% | -1% | -4.7% | 10% | 22% | -0.8% | i | 14%
COc1ccc(CCNc2ccc(C)cc2)cc1 | 0.7% | -2% | -5% | 3.0% | -4% | -23% | -2.1% | i | -17%
COc1cc(CNC2CCCCCCC2)cc(Cl)c1OCC(N)=O | -1.1% | -7% | -3% | 0.3% | 8% | 4% | 0.4% | nt | 49%

Assay outcomes: PubChem BioAssay, several laboratories
